Platelet DG rel = modulates dense granule release in human platelets; human platelet-rich plasma, SFLLRN dense granule ATP release, luminescence; inhibition, %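 (compounds screened at 7.5 µM in platelet-rich plasma)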; 0.22% of 300,000 active; AID 1663;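 active means mean replicate score, as percent of positive control, at or above 50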
KLF5 inhibitor = inhibitors of KLF5 expression. DLD-1 KLF5 promoter-luciferase reporter, luminescence. inhibition, % at 5 µM. 0.23% of 290,000 active. AID 1700;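 active means inhibition above a per-plate limit of that plate's mean compound inhibition plus 3 SD, cut at about 60% in these data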;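 further: 0% = DMSO wells and 100% = LY294002 at 200 µM; higher means less KLF5 promoter-driven luciferase light; inactives centre near -14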
HSP90 refold inh = blocks HSP90-mediated luciferase refolding in reticulocyte lysate; Rabbit reticulocyte lysate, luciferase refolding luminescence, 3 h; inhibition, % at 5.6 µM; 0.91% of 290,000 active;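 active means inhibition above the screen-wide mean plus 3 SD, computed separately per campaign, cut at about 16% in these data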;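 further: 0% = DMSO wells and 100% = 60 µM geldanamycin wells; inhibitors lower the luminescence because luciferase stays unfolded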
HSF1 activator = increases HSF-1 driven luciferase reporter signal; AID 504408; NIH3T3-HGL HSF-1 luciferase reporter, MG132, 8 h; 100% = twice DMSO control signal; activation, % at 9 µM; 1.7% of 300,000 active;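 active means mean replicate activation of at least 50% with a set share of replicates each reaching 50%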;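 further: 0% = median of the neutral control wells and 100% = twice that signal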
GSK3beta inhib = inhibitors of human GSK3beta kinase. AID 2097. 0.038% of 300,000 active. activity score (negative = inhibition), % at 10 µM. GST-GSK3beta kinase, ADP-Glo luminescence, 60 min; stronger effect = lower value;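 active means more than half of replicate wells score below -50%, meaning over 50% inhibition versus plate controls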;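 further: 0% = median DMSO wells and -100% = median GW8510 positive control wells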
Target sequence (P49841 whole entry, looked up): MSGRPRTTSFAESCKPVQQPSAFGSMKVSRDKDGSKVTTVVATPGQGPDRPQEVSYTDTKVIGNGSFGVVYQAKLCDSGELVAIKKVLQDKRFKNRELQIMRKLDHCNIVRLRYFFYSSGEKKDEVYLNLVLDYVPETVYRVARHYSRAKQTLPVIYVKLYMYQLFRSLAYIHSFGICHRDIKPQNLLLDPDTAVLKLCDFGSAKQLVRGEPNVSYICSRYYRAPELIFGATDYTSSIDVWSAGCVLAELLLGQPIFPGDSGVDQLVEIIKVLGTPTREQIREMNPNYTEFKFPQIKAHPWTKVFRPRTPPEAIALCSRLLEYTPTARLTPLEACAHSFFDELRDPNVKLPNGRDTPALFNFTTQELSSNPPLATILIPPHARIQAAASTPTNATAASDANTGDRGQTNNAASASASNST
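test system = GST-tagged human GSK3beta kinase, cell-free | reagent = 25 µM ATP with peptide substrate | dosing = one dose of 10 µM per compound | schedule = 60 min reaction, RT | detection = luminescent ADP-Glo measurement of ADP formed | control set = DMSO neutral wells and GW8510 at 20 µM as positive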
HSF1 inh = HSF1 inhibition; NIH3T3-HGL HSE-luciferase, MG132-induced, luminescence 8 h; stronger effect = lower value; activity change, negative = inhibition, % at 7.5 µM (by protocol); 0.77% of 300,000 active; AID 2098;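 active means more than half of replicate wells show activity change below -50%, luminescence cut by over half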;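 further: luciferase reports HSF-1 transcriptional activity via heat shock element; 0% = median of DMSO wells and -100% = zero luminescence signal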
Dyrk1A ADPGlo = inhibitors of rat Dyrk1A kinase. Q63470. ADP-Glo luminescence, NFATc1 peptide. inhibition, % at 12.5 µM. 0.43% of 310,000 active. AID 504441; in the data active means inhibition above about 50%;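 further: plate controls were vehicle with enzyme for no effect and no enzyme for full effect; many of its hits are not listed in these tables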
aSyn UTR inh = 5' untranslated region of α-synuclein, MLPCN primary screen. 0.82% of 300,000 active. AID 1813. alpha-synuclein 5'UTR reporter, inhibitor activity. inhibition, % (tested at 7.5 µM); in the data active means inhibition above about 60%;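 further: H4 neuroglioblastoma cells stably carrying SNCA 5'UTR luciferase fusion; 0% = DMSO wells and 100% = positive control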
GSK3 alpha inh = human GSK-3 alpha kinase inhibition. ADP-Glo luminescence, 60 min. inhibition, % at 10 µM. 0.1% of 320,000 active. AID 2650;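 in the data active means inhibition above about 50%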;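 further: GST-tagged GSK-3 alpha with peptide substrate and 25 µM ATP; 0% = DMSO neutral wells and 100% = GW8510 positive control wells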
Target sequence (P49840 whole entry, looked up): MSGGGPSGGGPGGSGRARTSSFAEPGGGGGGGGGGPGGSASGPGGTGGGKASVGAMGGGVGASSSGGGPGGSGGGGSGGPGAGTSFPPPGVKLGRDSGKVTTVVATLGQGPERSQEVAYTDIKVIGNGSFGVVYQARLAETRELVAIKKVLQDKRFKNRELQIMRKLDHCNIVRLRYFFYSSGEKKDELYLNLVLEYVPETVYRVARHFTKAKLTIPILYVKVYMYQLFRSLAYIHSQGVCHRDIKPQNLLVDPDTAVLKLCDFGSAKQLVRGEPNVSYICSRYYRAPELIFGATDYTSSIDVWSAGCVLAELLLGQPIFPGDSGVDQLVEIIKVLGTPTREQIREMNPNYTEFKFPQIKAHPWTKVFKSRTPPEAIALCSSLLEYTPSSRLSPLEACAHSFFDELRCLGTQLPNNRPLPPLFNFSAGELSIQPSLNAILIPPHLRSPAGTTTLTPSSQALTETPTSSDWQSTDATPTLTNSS
IEC-6 cytotox = kills IEC-6 intestinal cells in KLF5 counter-screen. 0.78% of 290,000 active. inhibition, % at 5 µM. IEC-6 cytotoxicity, luminescence viability; in the data active means inhibition above about 22%;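 further: 0% = plate median of test compound wells and 100% = cytotoxic reference compound wells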
* hit, by the source's call; nt = no result given. This is a subset, so the mix of outcomes need not match the whole.

cpd	SMILES	Platelet DG rel	KLF5 inhibitor	HSP90 refold inh	HSF1 activator	GSK3beta inhib	HSF1 inh	Dyrk1A ADPGlo	aSyn UTR inh	GSK3 alpha inh	IEC-6 cytotox
1	O=S(=O)(Nc1ncccn1)c1ccc(-n2cnnn2)cc1	-1	-45	0	-10	1	-4	2	6	0	0
2	O=C(COC(=O)c1cc(=O)c2ccccc2o1)NC1CCCC1	-2	25	3	1	-25	0	1	-15	-1	0
3	COc1ccc(S(=O)(=O)N2CCOC2CNC(=O)C(=O)NCCc2ccccc2)cc1C (centres undefined)	5	8	1	8	-2	0	-3	7	-1	3
4	O=C(CCCN1C(=O)/C(=C/c2ccc(F)cc2)SC1=S)NC1CCS(=O)(=O)C1 (centres undefined)	-4	5	-2	-2	3	-3	5	6	-1	0
5	O=C(CCn1c(=O)sc2ccccc21)NCCCn1ccnc1	-2	-12	-1	-12	3	-3	2	-5	-6	0
6	O=C(CCNS(=O)(=O)c1ccccc1)NNC(=O)c1csc(N2CCOCC2)n1	3	nt	nt	-3	-1	1	-10	4	-4	nt
7	O=C(COC(=O)Cc1ccccc1F)Nc1ccc(Cl)cn1	-9	-7	-2	6	-19	-4	11	-1	10	-2
8	Cc1cc2cc(CN(Cc3cccs3)Cc3nnnn3CC3CCCO3)c(=O)[nH]c2cc1C (centres undefined)	-5	11	3	13	1	17	-4	-22	3	5
9	CC(C)C(=O)N1CCC(n2nccc2NC(=O)CCc2ccccc2)CC1	10	-22	3	-5	1	0	nt	-4	-2	7
10	CCOC(=O)c1n[nH]n2c1nc(=O)c1ccccc12	1	-25	-5	-9	-2	-3	3	-8	-2	0
11	CC1(C)Cc2c(C#N)c(N)sc(=S)c2CS1	-3	-8	-3	-9	-2	-4	15	33	9	-5
12	Cn1nnc(C(O)CNCc2ccc(Cl)cc2)n1 (centres undefined)	7	-15	0	26	1	0	7	2	1	6
13	c1coc(-c2nc3nc4ccccc4nc3n2-c2ccc3c(c2)OCCO3)c1	nt	-27	2	nt	nt	nt	1	nt	nt	1
14	CCC(=O)Nc1ccc(NC(=O)c2cccc(OC)c2)nc1	19	-87	1	11	-1	16	14	-171	2	-1
15	O=C(COC(=O)C1CC(=O)N(c2ccc3c(c2)OCCO3)C1)Nc1ccc2c(c1)CCC2 (centres undefined)	nt	-4	2	nt	3	nt	0	nt	0	2
16	Cc1ccc(NC(=O)CCn2c(=O)c3cccn3c3ccccc32)c(C)c1	6	-23	-2	36	2	16	4	-18	0	-8
17	O=C1NCC(c2ccccc2)C1C(=O)N/N=C/c1ccc(Cl)s1 (centres undefined)	0	-16	-1	4	-5	-11	6	-11	0	-3
18	CCOC(=O)COc1ccc2c(c1)C(=O)CC(C)(C)O2	3	-4	2	8	0	0	4	13	1	-1
19	O=S(=O)(CCc1nc2ccccc2s1)c1ccc(Cl)cc1	0	-13	0	-1	2	6	-5	-12	-1	2
20	CC(C)c1ccc2[nH]c(O)c(N=NC(=O)c3cccc(S(=O)(=O)Nc4ccc(Cl)cc4)c3)c2c1	-2	-21	-1	-34	2	-28	-2	79*	-2	1
21	CCOC(=O)N1CCN(CC(=O)Nc2ccc([N+](=O)[O-])cc2C(=O)Nc2ccccc2F)CC1	-4	35	4	-20	1	-20	-3	11	-2	-4
22	Cc1cc(C(=O)CSc2nncs2)c(C)n1Cc1ccco1	2	-67	22*	50	2	31	-2	42	2	-2
23	Cc1cc(Oc2ccccc2)nc(SCC(=O)Nc2ccccc2)n1	-1	-17	5	9	-3	2	-1	12	1	-1
24	O=C(CSc1nncs1)NCCCc1ccccc1	2	-9	2	4	1	8	-5	2	-2	5
25	CC(=O)C1=C(O)C(=O)N(c2ccc(C)cc2)C1c1ccccn1 (centres undefined)	nt	-63	-1	-58	1	-47	1	1	-2	-1
26	Cc1ccc(C2C(C(=O)c3cccs3)=C(O)C(=O)N2CCN2CCOCC2)o1 (centres undefined)	-2	-10	-2	9	0	-4	0	-18	0	1
27	Cc1ccc(C(=O)NC2CCN(S(=O)(=O)c3ccc(C)cc3)CC2)cc1	-15	1	5	8	1	-1	-4	34	-3	4
28	O=c1[nH]ncc(N2CCCC2)c1Cl	6	1	-1	0	-2	-5	2	-10	7	1
29	O=C(O)CSc1nc2c(cnn2-c2ccccc2)c(=O)n1-c1ccc(Br)cc1	1	6	4	-7	8	-12	-5	12	-3	3
30	Cc1ccc(C(=O)Oc2cc(N)n(S(=O)(=O)c3ccc(F)cc3)n2)cc1	-2	-15	5	27	-3	-1	-9	-13	0	0

An excerpt from above in order of heavy-atom count, lowest first:
cpd	SMILES	Platelet DG rel	KLF5 inhibitor	HSP90 refold inh	HSF1 activator	GSK3beta inhib	HSF1 inh	Dyrk1A ADPGlo	aSyn UTR inh	GSK3 alpha inh	IEC-6 cytotox
28	O=c1[nH]ncc(N2CCCC2)c1Cl	6	1	-1	0	-2	-5	2	-10	7	1
24	O=C(CSc1nncs1)NCCCc1ccccc1	2	-9	2	4	1	8	-5	2	-2	5
18	CCOC(=O)COc1ccc2c(c1)C(=O)CC(C)(C)O2	3	-4	2	8	0	0	4	13	1	-1
19	O=S(=O)(CCc1nc2ccccc2s1)c1ccc(Cl)cc1	0	-13	0	-1	2	6	-5	-12	-1	2
22	Cc1cc(C(=O)CSc2nncs2)c(C)n1Cc1ccco1	2	-67	22*	50	2	31	-2	42	2	-2
17	O=C1NCC(c2ccccc2)C1C(=O)N/N=C/c1ccc(Cl)s1 (centres undefined)	0	-16	-1	4	-5	-11	6	-11	0	-3
23	Cc1cc(Oc2ccccc2)nc(SCC(=O)Nc2ccccc2)n1	-1	-17	5	9	-3	2	-1	12	1	-1
30	Cc1ccc(C(=O)Oc2cc(N)n(S(=O)(=O)c3ccc(F)cc3)n2)cc1	-2	-15	5	27	-3	-1	-9	-13	0	0
26	Cc1ccc(C2C(C(=O)c3cccs3)=C(O)C(=O)N2CCN2CCOCC2)o1 (centres undefined)	-2	-10	-2	9	0	-4	0	-18	0	1
21	CCOC(=O)N1CCN(CC(=O)Nc2ccc([N+](=O)[O-])cc2C(=O)Nc2ccccc2F)CC1	-4	35	4	-20	1	-20	-3	11	-2	-4

Later entries
cpd	SMILES	Platelet DG rel	KLF5 inhibitor	HSP90 refold inh	HSF1 activator	GSK3beta inhib	HSF1 inh	Dyrk1A ADPGlo	aSyn UTR inh	GSK3 alpha inh	IEC-6 cytotox
31	Cc1cc[n+](Cc2ccc([N+](=O)[O-])cc2)cc1	-35	-5	-1	2	-1	-4	nt	2	-1	-2
32	Cc1cccc(C(=O)N[C@H](C(=O)Nc2ccc(S(=O)(=O)NC3=NCCCCC3)cc2)C(C)C)c1	-1	-2	-2	5	11	-3	9	4	-1	2
33	Cc1nc(NC(=O)C2CC2)sc1C(=O)Nc1ccccc1	-7	-26	-1	10	2	5	4	-6	-2	0
34	COc1cc2c(cc1OC)C(c1ccc(Cl)cc1)=NCC2	11	17	0	9	-1	-5	-1	32	-1	5
35	COc1ccc(C(=O)Nc2ccccc2C)cc1S(=O)(=O)N1CCOCC1	2	-11	-3	-1	1	-1	-5	9	0	2
36	CC(=O)Nc1ccc(NC(=O)C(C)c2cccc(C(=O)c3ccccc3)c2)cc1 (centres undefined)	-1	10	0	-18	4	-7	4	-8	-3	2
37	O=C1CSC(=S)N1c1cccc(O)c1	-5	-2	-3	18	2	4	3	-5	-2	-5
38	CCC(=O)Oc1ccc(C(=O)Nc2cccc(NC(=O)c3ccco3)c2)cc1	8	-37	-2	-23	-4	-14	-3	1	0	7
39	Cc1c(Cl)cccc1NC(=O)Nc1c(C)n(C)n(-c2ccccc2)c1=O	0	-18	-6	3	0	3	0	5	0	-5
40	COc1ccc(C(=O)C2CCCN(C(=O)Cc3c(C)noc3C)C2)cc1OC (centres undefined)	2	-26	-3	2	3	2	-4	0	-3	-6
41	CC1(C)CC(/C=C/c2ccccc2)=Nc2ccccc2N1	-1	-20	6	23	3	7	1	-155	-1	3
42	CCCOc1ccc(N2C(=O)CC(NCC#N)C2=O)cc1 (centres undefined)	-2	-57	0	-3	1	-10	0	4	-3	0
43	COc1ccc(-n2nc(C(=O)NCC(=O)NCCCN3CCOCC3)c3ccccc3c2=O)c(OC)c1	0	-22	-1	13	0	-2	-1	-7	-1	4
44	CC(=O)Nc1ccc(S(=O)(=O)N(C)c2ccc(OCC(=O)OCC(=O)N3CCCCC3)cc2)cc1	5	-22	-2	-6	1	1	-3	-4	-1	-3
45	O=C(CN1C(=O)/C(=C2\SC(=S)N(C3CCS(=O)(=O)C3)C2=O)c2ccccc21)Nc1ccc(F)cc1 (centres undefined)	27	9	-2	3	-3	6	5	3	1	-8
46	O=C(NCc1ccccn1)C1C2C=CC(C2)C1C(=O)Nc1ccc(F)cc1 (centres undefined)	4	-1	-6	-15	-3	-5	2	11	1	0
47	COc1cc2c(cc1OC)C1=NC(=O)CN1C(SCc1ccccc1)=N2	nt	-6	5	nt	nt	nt	2	nt	-3	1
48	CC1(C)CN(c2ccc(CC#N)cc2)C1=O	0	-13	0	-5	-1	-6	-4	14	-1	4
49	O=C(CCn1c(=O)c2cccn2c2ccccc21)Nc1ccc(F)cc1	12	-28	2	5	-2	-2	1	-16	-1	9
50	COCc1c(C(=O)OCC(=O)c2c(N)n(CC(C)C)c(=O)n(C)c2=O)oc2ccccc12	1	-24	-4	2	-2	-8	6	16	-3	3
51	COc1ccc(CCNS(=O)(=O)c2ccc3c(c2)OCCO3)cc1OC	3	-49	5	27	0	-4	-6	1	-1	-2
52	COc1ccc(/C=C2\SC(=O)N(CCNC(=O)C3CC(=O)N(c4ccccc4)C3)C2=O)cc1 (centres undefined)	-3	1	1	25	5	5	-2	-10	-2	-9
53	Cc1noc(C)c1COc1cccc(C(=O)OC(C)C(=O)Nc2c(C)n(C)n(-c3ccccc3)c2=O)c1 (centres undefined)	nt	-36	-2	nt	6	nt	-5	nt	-3	2
54	Clc1ccc(Cn2ncc3c(N4CCOCC4)ncnc32)cc1	-20	-11	-1	-27	1	-3	-3	20	0	-4
55	Cc1cccc(OCC(=O)N2CCOCC2)c1	-14	-41	3	7	1	-7	3	-7	-1	-2
56	O=C(c1ccnc(Cl)c1)N1CCCC(N2CCN(c3ccccc3F)CC2)C1 (centres undefined)	-3	5	2	5	6	5	-5	10	0	-1

Screening results (PubChem BioAssay)
